Bioassay records deposited in PubChem by several laboratories.
STAT3 activator: IL-6 driven STAT3 reporter potentiators, primary screen, U3A cells, luciferase, luminescence, MLSCN library. actives 0.91% (n = 190,000). activation (% of control), % at 5.6 µM. IL-6 STAT3-luciferase reporter; 100% = signal with IL-6 EC80 alone;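 active means activation above the screen-wide mean of compound activation plus 3 SD, cut at about 130% in these data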;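 further: 0% = background luminescence of wells with medium and substrate only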
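Material: STAT3-luciferase reporter U3A cells. Controls: IL-6-treated wells, 100% activation. Read-out: % activation versus median of IL-6-stimulated wells. Probe or stimulus: IL-6 stimulus at 33 ng/mL final. Timing: compound 1 h, then IL-6 6 h at 37 °C. Signal: reporter luminescence signal.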
STAT1 act: STAT1 signaling activators, primary screen, cell-based, HTS, luciferase reporter; NIH 3T3 STAT1-luciferase reporter, IFN-gamma, luminescence; 100% = IFN-gamma alone, no compound; activation (% of control), % at 5.5 µM; actives 2.6% (n = 200,000); AID 932, 2007;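 active means activation above the screen-wide mean activation plus 3 SD, cut at about 130% in these data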;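 further: raw ratio to IFN-gamma control signal so 100% means no change and 0% no light; values of inactives mirror those of a sister screen read the other way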
Hsp70 activator: Hsp70 transcriptional activators, primary screen, cell-based, HeLa, Hsp70 promoter luciferase, luminescence, 10 µM | activation, % at 10 µM | actives 0.04% (n = 200,000) | AID 1203, 2008 | HeLa Hsp70 promoter luciferase reporter; scaled: vehicle 0, proteasome-inhibitor control 100%;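 active means activation above the mean across all tested compounds plus 3 SD, cutoff set per campaign, cut at about 5.5% in these data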;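 further: 100% = MG132 at 30 µM as the positive control and 0% = DMSO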
HMGR II inh: inhibitors of E. faecalis class II HMGR, primary screen, biochemical, Enterococcus faecalis | HMG-CoA reductase (Enterococcus faecalis, mvaE) | purified E. faecalis HMGR, NADPH absorbance 340 nm kinetic | inhibition, % at 10 µM | actives 0.41% (n = 190,000);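 active means inhibition above a set limit, the median over all tested compounds plus 3 SD, cut at about 9.5% in these data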;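 further: enzyme runs in reverse so mevalonate oxidation gives rising NADPH absorbance; 0% = complete reaction with DMSO and 100% = background rate lacking mevalonate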
TLR4-MyD88 BLA: inhibitors of TLR4-MyD88 association in cells, primary screen, cell-based, HeLa CL3-4, BLA complementation, FRET ratio; Toll-like receptor 4 (Homo sapiens) + Myeloid differentiation primary response protein …; HeLa CL3-4 TLR4/MyD88 BLA complementation; inhibition, % at 8.4 µM; actives 0.18% (n = 200,000); AID 861, 2007; in the data active means inhibition above about 25%;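 further: 0% = vehicle and 100% = reference inhibitor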
Target sequence (O00206 whole entry, looked up): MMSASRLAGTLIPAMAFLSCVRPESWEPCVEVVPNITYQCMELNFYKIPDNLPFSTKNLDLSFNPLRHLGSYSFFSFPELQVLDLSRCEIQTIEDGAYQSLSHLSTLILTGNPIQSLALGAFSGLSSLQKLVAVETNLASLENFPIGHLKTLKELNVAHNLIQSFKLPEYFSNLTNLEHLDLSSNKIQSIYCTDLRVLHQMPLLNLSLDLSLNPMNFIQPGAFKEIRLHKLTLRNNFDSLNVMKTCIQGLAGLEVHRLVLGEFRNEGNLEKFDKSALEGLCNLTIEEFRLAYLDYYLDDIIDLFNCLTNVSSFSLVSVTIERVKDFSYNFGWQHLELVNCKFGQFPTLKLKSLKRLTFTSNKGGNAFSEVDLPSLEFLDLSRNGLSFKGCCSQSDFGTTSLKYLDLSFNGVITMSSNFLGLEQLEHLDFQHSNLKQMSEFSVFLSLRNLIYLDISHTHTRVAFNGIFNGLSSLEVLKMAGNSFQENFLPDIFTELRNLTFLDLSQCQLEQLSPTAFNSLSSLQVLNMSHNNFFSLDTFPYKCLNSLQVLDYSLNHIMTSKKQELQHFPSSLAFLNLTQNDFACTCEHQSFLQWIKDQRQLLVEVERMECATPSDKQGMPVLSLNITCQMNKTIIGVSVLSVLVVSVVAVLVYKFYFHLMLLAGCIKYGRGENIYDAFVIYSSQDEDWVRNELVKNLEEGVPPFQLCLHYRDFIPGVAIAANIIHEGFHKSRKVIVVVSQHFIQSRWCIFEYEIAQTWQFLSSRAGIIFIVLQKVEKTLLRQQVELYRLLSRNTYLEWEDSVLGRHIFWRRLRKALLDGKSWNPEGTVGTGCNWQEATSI
Target sequence (Q99836 whole entry, looked up): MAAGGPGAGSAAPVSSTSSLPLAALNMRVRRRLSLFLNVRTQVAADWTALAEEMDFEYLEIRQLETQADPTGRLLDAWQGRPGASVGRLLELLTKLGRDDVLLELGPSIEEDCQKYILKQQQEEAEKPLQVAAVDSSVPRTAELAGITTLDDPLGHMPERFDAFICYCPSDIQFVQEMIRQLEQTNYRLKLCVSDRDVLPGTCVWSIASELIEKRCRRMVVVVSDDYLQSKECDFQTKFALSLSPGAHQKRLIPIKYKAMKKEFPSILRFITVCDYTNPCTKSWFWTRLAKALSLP
STAT3 blocker: IL-6 driven STAT3 reporter inhibitors, primary screen, U3A cells, luciferase, luminescence, MLSCN library. IL-6 STAT3-luciferase reporter; host cell line lacks STAT1. inhibition, % at 5.5 µM. actives 0.89% (n = 190,000). AID 862, 2007;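 active means inhibition above the mean inhibition across all screened compounds plus 3 SD, cut at about 44% in these data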;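 further: 0% = DMSO only wells and 100% = 100 µM nifuroxazide control wells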
NF-kB expr up: activators of NF-kB expression in neurons, primary screen, cell-based, HTS. human neuronal cells, NF-kB reporter expression; stronger effect = higher value. fold change at 12.5 µM. actives 1.6% (n = 190,000); in the data active means fold change above about 3.3
STAT1 inh: STAT1 signaling inhibitors, primary screen, cell-based, HTS, luciferase reporter; inhibition, % at 5.5 µM; AID 920, 2007; NIH 3T3 STAT1-luciferase reporter, IFN-gamma, luminescence; actives 0.35% (n = 200,000);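 active means inhibition above a set limit, the mean inhibition across all tested compounds plus 3 SD, cut at about 34% in these data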;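 further: 0% = IFN-gamma with DMSO and 100% = IFN-gamma with 300 µM nifuroxazide; values of inactives mirror those of a sister screen read the other way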
Redox H2O2 prof: compounds producing H2O2 with reducing agent – biochemical, NIH compound library profiling, artefact control for MLSCN library redox annotation, primary screen. DTT-dependent redox cycling H2O2, phenol red/HRP absorbance; 100% = 100 µM peroxide control, 0% = buffer. activation, % at 10 µM. AID 878, 2007. actives 0.03% (n = 200,000);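 active means activation of at least 50% relative to the plate's high and low controls in the primary single-dose screen; inactive means activation below 50%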;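 further: compound incubated with DTT at 0.8 mM final as the reducing agent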
APP 5'UTR act: activators of APP 5'UTR luciferase reporter, primary screen, SH-SY5Y cells; SH-SY5Y APP 5'UTR luciferase reporter, luminescence; zero percent = DMSO vehicle wells; activation, % at 2 µM; actives 1% (n = 190,000); AID 1276, 2008;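 active means activation above a set limit, based on mean plus 3 SD of controls, cut at about 140% in these data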; further: values of inactives mirror those of a sister screen read the other way
An asterisk follows results filed as active; x = not tested or not shown.

entry	mol	STAT3 activator	STAT1 act	Hsp70 activator	HMGR II inh	TLR4-MyD88 BLA
1	Cn1cc(S(=O)(=O)Nc2ccc(Br)cc2F)c(=O)n(C)c1=O	103	97	-0.3	-3	12
2	CCC(=C(c1ccc(OC)cc1)c1ccc(OC)cc1)c1cn(CC(O)CN(CCO)CCO)c2ccccc12 (configuration not stated)	101	97	-0.2	-5	6
3	O=[N+]([O-])c1ccc(-c2csc(N/N=C/c3cccnc3)n2)cc1	81	100	0.1	-1	-2
4	CCCCN(C)CCC(=O)Nc1ccc(F)c(F)c1	104	99	-0.5	-1	-13
5	O=C(CSc1cccs1)Nc1cccc2ccccc12	107	124	-0.1	-2	-6
6	COc1ccc(Cl)c2c1[nH]c1nc(SCc3cccnc3)nnc12	94	94	-0.4	-2	14
7	O=C(Cc1ccc(Cl)cc1)NNS(=O)(=O)c1ccc([N+](=O)[O-])cc1	102	98	-0.3	-5	4
8	CN1CCN(CC(=O)Nc2ccccc2Sc2ccccc2)CC1	94	94	-0.3	-1	-14

entry	STAT3 blocker	NF-kB expr up	STAT1 inh	Redox H2O2 prof	APP 5'UTR act
1	6	1.1	3	0.1	8
2	3	1.2	1	-1.4	3
3	26	0.93	-1	-0.6	-5
4	-4	1.2	1	0.3	10
5	-11	2.3	-28	0.0	31
6	9	0.96	6	-0.3	3
7	-5	1.1	3	3.2	-19
8	12	x	5	-0.6	23

Later entries
entry	mol	STAT3 activator	STAT1 act	Hsp70 activator	HMGR II inh	TLR4-MyD88 BLA
9	O=C(OCN1C(=O)c2ccccc2C1=O)/C(=C\c1ccco1)NC(=O)c1ccccc1	104	105	-0.5	-6	0
10	COCCNC(=O)c1onc(CSc2ccc(C)c(C)c2)c1C(=O)O	107	102	0.1	1	-3
11	COc1ccc(C(=O)CSc2nc3c(c(=O)n(C)c(=O)n3C)n2C)cc1	105	95	-0.1	-2	3
12	CC1=C(n2nnc([N+](=O)[O-])n2)C(c2cccnc2)C(C#N)=C(N)O1 (configuration not stated)	99	82	-0.1	1	-4
13	CCOc1ccc(C(C)=O)cc1CN1C(=O)NC2(CCCCC2C)C1=O (configuration not stated)	100	98	-0.2	-5	6
14	Cc1cccc(-n2nnnc2SC(C)C(=O)NCCC2=CCCCC2)c1 (configuration not stated)	99	104	-0.2	-6	9
15	COc1ccc(OCC(=O)N2CCOCC2)cc1	101	98	-0.5	3	1
16	CC1CCN(c2c(NCC3CCC(C(=O)N4CCCCC4)CC3)c(=O)c2=O)CC1 (configuration not stated)	96	93	0.1	1	-17

entry	STAT3 blocker	NF-kB expr up	STAT1 inh	Redox H2O2 prof	APP 5'UTR act
9	2	1	-6	1.9	-7
10	-7	0.94	-2	10	13
11	0	0.96	5	-0.5	16
12	5	0.86	21	-0.2	0
13	5	1.1	2	0.3	-2
14	6	1.1	-5	-0.7	-12
15	2	1.7	2	1.2	12
16	13	1.1	8	-1.3	9

(cont.)
entry	mol	STAT3 activator	STAT1 act	Hsp70 activator	HMGR II inh	TLR4-MyD88 BLA
17	Cc1nn(CC(O)Cn2c3c(c4ccccc42)CCN(C)C3=O)c(C)c1Br (configuration not stated)	102	103	-0.4	-5	-10
18	Cn1c(SCC(=O)N2CCCC2=O)nnc1-c1ccccc1F	96	105	-0.2	19*	-4
19	Cc1[nH]c2ccccc2c1C1=CN2CCS(=O)(=O)N=C2S1	107	95	0.1	-3	3
20	Cc1ccc(/C=N/NC(=O)CNC(=O)c2ccc(C)c([N+](=O)[O-])c2)o1	102	100	0.3	0	1
21	CC1=Nc2ccccc2/C1=C/c1c(N)n2c(S(=O)(=O)CC(C)C)nsc2nc1=O	102	95	0.0	-3	-73
22	Cc1cc(C)n2nc(SCc3cc(=O)oc4ccc5ccccc5c34)nc2n1	109	104	-0.1	-4	0
23	COc1cc(C)nc(OCCNC(=O)COc2ccc(Cl)cc2C)n1	99	104	-0.5	1	3
24	CC(C)N(C)C(=O)c1ccc(OC2CCN(CCc3ccccc3)CC2)cc1	92	104	0.0	-2	-6

entry	STAT3 blocker	NF-kB expr up	STAT1 inh	Redox H2O2 prof	APP 5'UTR act
17	1	0.64	-4	0.5	0
18	10	1.2	-6	-0.2	1
19	-2	1.1	5	0.7	-1
20	-2	1.1	0	0.2	-11
21	3	1.2	5	-0.8	-8
22	-3	0.96	-5	-4.0	12
23	5	0.93	-5	3.1	-16
24	13	1.4	-6	-1.1	15

Other records
entry	mol	STAT3 activator	STAT1 act	Hsp70 activator	HMGR II inh	TLR4-MyD88 BLA
25	Cc1ccc(C)c(NC(=O)Cn2c(=O)n(-c3ccc(CC(=O)NCC4CCCO4)cc3)c(=O)c3ccccc32)c1 (configuration not stated)	99	100	0.1	0	-6
26	CCC(C)NC(=S)N(CCc1ccccc1)Cc1cc2cc(OC)c(OC)cc2[nH]c1=O (configuration not stated)	102	96	0.2	-1	-12
27	Cc1ccc(CN=C2NC(=O)C(CC(=O)NCCc3ccccc3)S2)cc1 (configuration not stated)	101	103	-0.3	-7	-10
28	Cc1cnc(C(=O)Nc2cccc3ncccc23)cn1	87	107	-0.3	x	-15
29	CCCN1CCC(NC(=O)Nc2ccc(F)cc2F)CC1	97	100	-0.3	5	-3
30	CC(C)(C)C(=O)Nc1ccc(Oc2ccc3c(c2)C(=O)N(c2ccc(O)cc2)C3=O)cc1	93	102	-0.4	-1	-4
31	CCCS(=O)(=O)N1CCC(C(=O)N2CCc3ccccc3C2)CC1	103	98	-0.5	-4	-2
32	O=C(Oc1c(Cl)cc(Cl)c2ccccc12)N1CCCC1	143*	91	-0.3	-7	2

entry	STAT3 blocker	NF-kB expr up	STAT1 inh	Redox H2O2 prof	APP 5'UTR act
25	5	0.9	-1	-0.6	-2
26	6	0.5	5	-0.3	-6
27	4	0.94	-3	0.8	32
28	23	x	-7	0.3	-6
29	6	1.3	0	-0.4	6
30	6	1.2	-2	0.0	6
31	5	1.1	2	-0.4	11
32	-44	0.87	10	2.3	-11

Additional compounds.
entry	mol	STAT3 activator	STAT1 act	Hsp70 activator	HMGR II inh	TLR4-MyD88 BLA
33	CC(C)CNC(=O)/C=C/c1cccs1	102	110	-0.2	2	12
34	N=c1c(S(=O)(=O)c2ccccc2)cc2c(=O)n3ccccc3nc2n1CCN1CCOCC1	89	102	0.4	x	2
35	COC(=O)C(NC(C)=O)(Nc1nc2ccc(S(C)(=O)=O)cc2s1)C(F)(F)F (configuration not stated)	100	114	0.0	3	3
36	O=C(N/N=C/c1c(Nc2cccc(C(F)(F)F)c2)nc2ccccn2c1=O)c1ccccc1[N+](=O)[O-]	105	96	-0.1	0	-12
37	COC(=O)CC/C(O)=C1\C(=O)CC(C)(C)CC1=NCCc1nc2ccccc2[nH]1	98	88	-0.4	-2	-11
38	CCc1cccc(C)c1NC(=O)CN1C(=O)c2ccccc2S1(=O)=O	99	104	-0.1	0	0
39	CCn1cc(CN2CCCC(CO)(Cc3cccc(Cl)c3)C2)cn1 (configuration not stated)	113	109	-0.2	-3	-5
40	COc1ccc(C)cc1NC(=O)c1ccc(S(=O)(=O)N2CCOCC2)cc1	99	93	-0.5	-10	-5

entry	STAT3 blocker	NF-kB expr up	STAT1 inh	Redox H2O2 prof	APP 5'UTR act
33	-2	1.1	-11	0.4	-3
34	16	x	-3	1.3	-9
35	6	1.1	-13	-2.4	-6
36	-3	1.2	4	0.7	3
37	4	1.5	11	-0.5	11
38	10	0.98	-5	-2.0	x
39	-10	0.87	-12	-0.3	20
40	7	1.1	7	0.2	5

Remaining list, next part
entry	mol	STAT3 activator	STAT1 act	Hsp70 activator	HMGR II inh	TLR4-MyD88 BLA
41	COc1ccc(C2CC(c3ccc4ccccc4c3)=NN2C(=O)CN2C(=O)CCC2=O)cc1 (configuration not stated)	94	110	0.5	-8	17
42	COc1cccc(C2c3[nH]c4ccccc4c3CCN2CCCn2cccn2)c1 (configuration not stated)	132	90	0.2	0	-12
43	Cc1ccc(-c2n[nH]c(=S)n2-c2ccccc2)cc1	104	108	-0.2	-6	-2
44	Cc1nn2c(Nc3ccccc3)c3c(nc2c1-c1ccccc1)CCC3	101	95	-0.1	1	-4
45	FC(F)(F)c1nnc2ccc(NCc3ccccc3)nn12	95	89	0.2	-6	-3
46	CC1CC2=C(C(=O)O1)C(c1ccccc1)Nc1ccccc1N2 (configuration not stated)	92	98	0.0	-5	-16
47	CCOC(=O)C1CCN(c2c(NCCCN3CCN(Cc4ccccc4)CC3)c(=O)c2=O)CC1	100	97	-0.3	-2	16
48	N#CC1=C(SCc2ccccc2)NC(=O)CC1c1cccc(O)c1 (configuration not stated)	94	105	0.9	-1	2

entry	STAT3 blocker	NF-kB expr up	STAT1 inh	Redox H2O2 prof	APP 5'UTR act
41	12	1.3	-15	0.2	-3
42	-31	x	9	-1.7	6
43	-2	1.3	-2	0.8	29
44	2	1.5	6	0.1	21
45	16	0.98	10	-1.7	6
46	12	1.1	2	0.8	-1
47	4	0.94	3	1.8	-2
48	12	1	-6	-1.7	3

Later entries:
entry	mol	STAT3 activator	STAT1 act	Hsp70 activator	HMGR II inh	TLR4-MyD88 BLA
49	Nc1ccccc1NC1=CC(=O)CC(c2ccco2)C1 (configuration not stated)	106	105	-0.3	-1	-7
50	CCn1cc(CN(C)C(=O)CSc2nc(-c3ccco3)cc(C(F)(F)F)n2)c(C)n1	98	98	-0.2	x	-9
51	O=C(C1=C[C@@H](c2coc3ccccc3c2=O)C[C@@H](OCc2ccc(CO)cc2)O1)N1CCN(Cc2ccccc2)CC1	x	100	0.1	-3	-3
52	COc1ccccc1NC(=O)C(=O)N/N=C(\C)CC(=O)Nc1ccccn1	96	103	0.5	1	-2
53	Cc1ccc(/C(N)=N/OC(=O)c2ccc3c(c2)OCO3)cc1	105	156*	0.3	-4	9
54	CCCN(CC1CC1)C(=O)CCc1nnc(CCc2c[nH]c3ccccc23)o1	107	110	0.1	-3	0

entry	STAT3 blocker	NF-kB expr up	STAT1 inh	Redox H2O2 prof	APP 5'UTR act
49	-6	0.59	-8	1.4	36
50	4	x	7	7.7	8
51	x	0.55	1	-0.2	-9
52	12	0.98	-4	-0.1	19
53	-9	5*	-63	0.4	142*
54	-3	1.1	-13	-1.2	0
